# PTHR1 agonist = PTHR1 (human) receptor agonism. HEK293 GP2 PTHR1 cells, GloSensor cAMP luminescence, 1 h. actives 0.075% (n = 410,000). Q03431. Potency, µM (highest dose often 115 µM), without a hit: at the top dose activation, usual class: activators; also: potency is read from the fitted curve at half-maximal effect; nearly all actives have a fitted effect of over 55% in size; some results filed as inactive show a strong effect at the top dose; inactives centre near -15; many of its hits are not listed in these tables
# Target sequence (Q03431 whole entry, looked up): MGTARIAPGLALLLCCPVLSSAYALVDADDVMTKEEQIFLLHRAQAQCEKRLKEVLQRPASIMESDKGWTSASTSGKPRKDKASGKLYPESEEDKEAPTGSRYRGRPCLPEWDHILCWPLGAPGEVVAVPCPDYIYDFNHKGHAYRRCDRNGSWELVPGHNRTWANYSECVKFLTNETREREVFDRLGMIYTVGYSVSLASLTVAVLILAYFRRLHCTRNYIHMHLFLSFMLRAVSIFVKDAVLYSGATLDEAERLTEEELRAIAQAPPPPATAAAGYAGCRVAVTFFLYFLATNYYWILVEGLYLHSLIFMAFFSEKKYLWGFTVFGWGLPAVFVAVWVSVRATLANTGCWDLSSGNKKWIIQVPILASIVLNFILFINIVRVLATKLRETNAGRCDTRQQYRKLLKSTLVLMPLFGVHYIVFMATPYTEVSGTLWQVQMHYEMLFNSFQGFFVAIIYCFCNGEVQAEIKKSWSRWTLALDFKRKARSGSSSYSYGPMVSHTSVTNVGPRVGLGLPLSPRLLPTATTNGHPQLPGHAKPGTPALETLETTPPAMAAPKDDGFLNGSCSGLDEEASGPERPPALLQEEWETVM
#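 HEK-293-derived GP2 cells expressing PTHR1 and a GloSensor cAMP reporter, 3,000/well, plated overnight, given luciferin plus IBMX (each 0.5 mM as added) for 1 h at 37 °C, then compound for 1 h at 37 °C. Luminescence was read after 15 min at room temperature.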
# GLP-1R inv ag = acts as inverse agonist at human GLP-1 receptor | HEK293 GLP-1R CRE-luciferase, luminescence, 24 h; GLP-1R form is constitutively active | Potency, µM (highest dose often 38.3 µM), for inactives: at the top dose activity change, negative = inhibition, usual class: inhibitors | actives 1.6% (n = 410,000) | AID 624417; also: potency is read from the fitted curve at half-maximal effect; % is scaled to controls: 0 for no effect and ±100 for the full control effect; nearly all actives have a fitted effect of over 55% in size
# Target sequence (P43220 whole entry, looked up): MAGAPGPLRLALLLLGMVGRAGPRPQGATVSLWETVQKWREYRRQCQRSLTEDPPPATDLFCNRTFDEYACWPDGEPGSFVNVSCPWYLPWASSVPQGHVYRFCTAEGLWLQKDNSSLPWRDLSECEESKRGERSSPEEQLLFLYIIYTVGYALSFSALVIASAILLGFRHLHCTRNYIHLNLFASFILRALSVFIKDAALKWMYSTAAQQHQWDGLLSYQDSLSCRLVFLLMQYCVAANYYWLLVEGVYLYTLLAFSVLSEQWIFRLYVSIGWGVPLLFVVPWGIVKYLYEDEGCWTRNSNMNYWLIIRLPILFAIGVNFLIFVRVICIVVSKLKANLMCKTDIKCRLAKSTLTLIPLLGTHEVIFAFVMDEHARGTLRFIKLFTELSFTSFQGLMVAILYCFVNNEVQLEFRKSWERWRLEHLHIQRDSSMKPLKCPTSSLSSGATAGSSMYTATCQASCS
#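 Constitutively active GLP-1R drives a cAMP-responsive luciferase in stably transfected HEK293 cells; test compounds are added after overnight (12 h) attachment and left 24 hr, and signal loss in luminescence marks inhibition.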
# Akt phos inh = inhibitors of Akt phosphorylation; Neuro2A IGF-stimulated pAkt S473 HTRF, 20 min; hits give low values; activity change, % for hits at 50 µM; actives 0.32% (n = 360,000); AID 651550; in the data active = activity change below about -80%; inconclusive = mostly about -51% to -80%; also: % is scaled to controls: 0 for no effect and ±100 for the full control effect
#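 Neuro2A cells (4,500/well, DMEM with 0.5% FBS) were treated with compound at a single 50 µM final concentration, stimulated with 6 nM IGF for 20 min at 37 °C, and lysed. Phospho-Akt Ser473 was read by HTRF as 665/615 ratio ×10^4.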
# FUS suppressor = FUS proteinopathy suppression in yeast; S. cerevisiae FUS-expressing, growth rescue, OD600, 24 h; Potency, µM (highest dose often 76.6 µM), inactives show at the top dose growth rescue (activation), actives largely listed as activators; actives 0.24% (n = 390,000); AID 1347120;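 also: potency is read from the fitted curve at half-maximal effect; plate controls were DMSO vehicle for no effect and reference control for full effect; nearly all actives have a fitted effect of over 55% in size; some results filed as inactive show a strong effect at the top dose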
#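 Compound concentration series was pinned onto galactose-induced FUS-expressing yeast seeded at OD 0.005. Plates sat 24hr at 30C; absorbance at 600 nm gave growth. DMSO served as background control.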
# Mm-Cpn inhibitor = blocks the Methanococcus maripaludis chaperonin Mm-Cpn | actives 0.031% (n = 330,000) | AID 504842 | purified Mm-Cpn ATPase, ADP Transcreener TR-FRET | Potency, µM (doses to about 76.9 µM), for the others: top-dose activity, negative = inhibition, actives largely listed as inhibitors; also: potency is read from the fitted curve at half-maximal effect; % is scaled to controls: 0 for no effect and ±100 for the full control effect; nearly all actives have a fitted effect of over 80% in size
#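 25 nM Mm-CPN + cpd, 10 min 37°C; + 10 uM ATP, 30 min 37°C; buffer 30 mM Tris pH 7.4, 100 mM KCl, 5 mM MgCl2, 1 mM DTT; Transcreener ADP HTRF detection 30 min RT.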
# Abeta yeast res = compounds reversing amyloid beta toxicity in yeast; yeast expressing A-beta42, growth rescue, OD600, 48 h; response scale: 0% DMSO, 100% iron-clioquinol control; actives 0.063% (n = 410,000); Potency, µM (top dose mostly 46.1 µM), inactives show top-dose growth rescue, usual class: activators; AID 1347071; also: potency is read from the fitted curve at half-maximal effect; nearly all actives have a fitted effect of over 55% in size
#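 Yeast growth medium received pinned compounds, then yeast cells expressing toxic A-beta were added; plates incubated at 30 C for 48 hr. Growth read as absorbance at 600 nm, normalized to DMSO and equimolar FeCl3 plus clioquinol controls.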
# TDP-43 yeast inh = TDP-43 toxicity inhibition in yeast; AID 652104; Potency, µM (series often up to 46.1 µM), inactives show at the top dose growth rescue (activation), actives largely listed as activators; TDP-43 expressing yeast growth rescue, BacTiter-Glo, 24 h; actives 1.8% (n = 410,000); also: potency is read from the fitted curve at half-maximal effect; % of control where 0% means no effect; nearly all actives have a fitted effect of over 50% in size
#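 Galactose-induced TDP-43 yeast, OD600=0.02, compound pinned; 24 hr, 30 deg C; BacTiter-Glo luminescence for growth. Inhibitors of TDP-43 toxicity read as activators.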
# aSyn yeast inh = alpha-synuclein toxicity inhibition in yeast; actives 0.14% (n = 370,000); Yeast expressing alpha-synuclein, growth rescue, BacTiter-Glo, 24 h; Potency, µM (titrated, usually from 46.1 µM), without a hit: at the highest dose growth rescue (activation), most hits filed as activators; also: potency is read from the fitted curve at half-maximal effect; % of control where 0% means no effect; nearly all actives have a fitted effect of over 65% in size
#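 Rescue of yeast growth: cells expressing toxic alpha-synuclein, induced in galactose at OD600 0.02, incubated with compound 24 h at 30 C. ATP luminescence quantified growth; inhibitors of toxicity appear as activators.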
# HEK293 tox = cytotoxic in the GLP-1 receptor inverse agonist counter-screen | AID 624418 | Potency, µM (highest dose often 38.3 µM), without a hit: at the highest dose activity change, negative = inhibition, hits mostly inhibitors | actives 0.13% (n = 410,000) | HEK293 cAMP-luciferase reporter cells, luminescence, 24 h;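 also: loss of luciferase light is scored as toxicity; potency is read from the fitted curve at half-maximal effect; % is scaled to controls: 0 for no effect and ±100 for the full control effect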
#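 1536-well qHTS counterscreen of the MLSMR; 200 cells/uL, 12 h pre-incubation, 23 nL cpd, 24 h at 37 deg C 5% CO2, luciferase detection reagent, 12 min RT, luminescence. Inhibition = undesired.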
# * = called active by the depositor; i = inactive; ? = inconclusive; · = no result given; [ ] = remark or other dose. Unless noted, calls follow the shape of the dose curve; as a rule, active = well fitted curve in the direction sought with a large enough effect; inconclusive = small, poorly fitted or top-dose-only effect, or another doubt; inactive = no such curve, though single readings can be large; an effect the other way counts as inactive or inconclusive. Some of the compounds tested; rates above refer to the full screens.
# Below each SMILES: Akt phos inh, PTHR1 agonist, GLP-1R inv ag, FUS suppressor, Abeta yeast res, aSyn yeast inh, HEK293 tox, TDP-43 yeast inh, Mm-Cpn inhibitor
C/C(=N\NC(=O)c1cccnc1)c1cc2ccccc2o1
  i, i, 1%, 2%, 2%, 6%, -5%, 23%, -3%
Cc1ccc2[nH]c(=O)c(CN(CC3CCCO3)C(=O)c3ccncc3)cc2c1 (stereo unspecified)
  i, 12%[57.5 µM], 10%, 23%, 20%, -3%, 10%, -6%, 2%
CC1(C)Cc2ccccc2C(=C(C#N)C#N)N1
  i, -8%, 25%, ·, 16%, 4%, -11%, 21%, 0%
CCOc1ccc2c(c1)c(=O)c(S(=O)(=O)c1ccc(Cl)cc1)cn2Cc1ccccc1C
  ·, -17%, 6%, -11%, 2%, ·, 13%, 9%, ·
CC1(C)Cc2nc3sc(C(N)=O)c(N)c3cc2CO1
  i, -11%, 4%, 14%, 13%, 3%, -6%, -4%, 0%
CC(=O)Nc1nnc(SCc2ccc(C(=O)Nc3ccccc3F)cc2)s1
  i, -15%, 7%, 6%, 8%, 3%, 0%, -8%, 1%
Nc1c(C(=O)CSc2nccn2-c2ccc(Cl)cc2)c(=O)[nH]c(=O)n1C1CC1
  i, -22%, -1%, -13%, -24%, ?, -22%, -2%, 1%
COc1ccc(CN2C(=O)c3cccnc3C2=O)cc1S(=O)(=O)NC(C)C
  i, -15%, 2%, -14%, -10%, -14%, 10%, -3%, 1%
Cc1ccccc1C(=O)NCC(c1ccco1)N1CCc2ccccc21 (stereo unspecified)
  i, i, ?, 14%, -2%, 1%, 9%, 23%, 0%
CCNC(=S)N(CCc1ccc(OC)c(OC)c1)Cc1cc2cc(OC)ccc2[nH]c1=O
  i, -7%, 28%, 12%, 1%, -5%, -4%, -7%[9.22 µM], 0%
CCN(CC)C(=O)CSc1cn(CC(=O)N2CCCCCC2)c2ccccc12
  ·, -6%, -13%, 24%, -5%, ·, -5%, 29%, ·
CC(C)(C)c1ccc(OCc2ccc(C(=O)Nc3cccnc3)o2)cc1
  i, -24%, -69%, ?, -34%[inhibitor], -15%, -19%, ?, -1%
COc1cccc(NC(=O)C2(C)CCN2C(=O)C2CCCCC2)c1 (stereo unspecified)
  i, i, -12%, ?, 16%, ?, -6%, 0%, ·
COc1ccc([C@H]2CN(c3ccccc3)C(=O)[C@@H]2CC(=O)Nc2ccccc2)cc1
  i, -23%, -22%, ?, 6%, 0%, 6%, ?, ·
NC(Cc1ccccc1)c1csc(Nc2ccc(C(=O)c3ccccc3)cc2)n1 (stereo unspecified)
  i, -2%, 10µM*, ?, -39%, -39%[inhibitor], ?, -4%, ·
O=C1NC[C@H](Cc2ccccc2)N(C[C@H]2CCCN2C[C@H](Cc2ccccc2)N2C[C@H](Cc3ccc(O)cc3)N(CC3CCCCCC3)C(=O)C2=O)C1=O
  i, -3%, ?, 28%, 5%, 0%, -21%, -2%, ·
O=C1CN(c2nc(-c3cccnc3)nc3sc4c(c23)CCCC4)CCN1
  i, -3%, 108%[activator], 9%, -1%, 1%, -13%, 2%, -1%
CN(C(=O)COC(=O)Cc1c(Cl)cccc1Cl)C1CCS(=O)(=O)C1 (stereo unspecified)
  i, i, -5%, -4%, -8%, 0%, 0%, 14%, -1%
CCCNC(=O)c1ccc(N2CC3CC(C2)c2cccc(=O)n2C3)c(NC(=O)Nc2ccc(CC)cc2)c1 (stereo unspecified)
  i, -8%, -10%, ?, 13%, 7%, 5%, 16%, 1%
CCN1CCN(C(=O)c2ccc(CN(c3ccccc3)S(=O)(=O)c3ccccc3)cc2)CC1
  i, i, ?, 4%, 8%, -10%, -7%, -6%, 0%

# Not a retest: nine of the compounds above.
# Below each SMILES: Akt phos inh, PTHR1 agonist, GLP-1R inv ag, FUS suppressor, Abeta yeast res, aSyn yeast inh, HEK293 tox, TDP-43 yeast inh, Mm-Cpn inhibitor
COc1ccc(CN2C(=O)c3cccnc3C2=O)cc1S(=O)(=O)NC(C)C
  i, -15%, 2%, -14%, -10%, -14%, 10%, -3%, 1%
Cc1ccccc1C(=O)NCC(c1ccco1)N1CCc2ccccc21 (stereo unspecified)
  i, i, ?, 14%, -2%, 1%, 9%, 23%, 0%
CCNC(=S)N(CCc1ccc(OC)c(OC)c1)Cc1cc2cc(OC)ccc2[nH]c1=O
  i, -7%, 28%, 12%, 1%, -5%, -4%, -7%[9.22 µM], 0%
CCN(CC)C(=O)CSc1cn(CC(=O)N2CCCCCC2)c2ccccc12
  ·, -6%, -13%, 24%, -5%, ·, -5%, 29%, ·
CC(C)(C)c1ccc(OCc2ccc(C(=O)Nc3cccnc3)o2)cc1
  i, -24%, -69%, ?, -34%[inhibitor], -15%, -19%, ?, -1%
COc1cccc(NC(=O)C2(C)CCN2C(=O)C2CCCCC2)c1 (stereo unspecified)
  i, i, -12%, ?, 16%, ?, -6%, 0%, ·
COc1ccc([C@H]2CN(c3ccccc3)C(=O)[C@@H]2CC(=O)Nc2ccccc2)cc1
  i, -23%, -22%, ?, 6%, 0%, 6%, ?, ·
NC(Cc1ccccc1)c1csc(Nc2ccc(C(=O)c3ccccc3)cc2)n1 (stereo unspecified)
  i, -2%, 10µM*, ?, -39%, -39%[inhibitor], ?, -4%, ·
O=C1NC[C@H](Cc2ccccc2)N(C[C@H]2CCCN2C[C@H](Cc2ccccc2)N2C[C@H](Cc3ccc(O)cc3)N(CC3CCCCCC3)C(=O)C2=O)C1=O
  i, -3%, ?, 28%, 5%, 0%, -21%, -2%, ·

# Remaining list, next part:
# Below each SMILES: Akt phos inh, PTHR1 agonist, GLP-1R inv ag, FUS suppressor, Abeta yeast res, aSyn yeast inh, HEK293 tox, TDP-43 yeast inh, Mm-Cpn inhibitor
CCCCNc1c2c(nc3c(-c4ccccc4)c(C)nn13)CCC2
  i, ?, 0%, 16%, 6%, -5%, 4%, -19%, -19%
Cc1occc(=O)c1OCc1ccc(Cl)cc1Cl
  i, i, -21%, -40%, -8%, -2%, -3%, 10%, -14%
CCOC(=O)Nc1ccc2c(c1)N(C(=O)CCN(C)C)c1ccccc1S2
  i, -14%, 0%, 8%, 6%, 13%, -26%, 20µM*, -1%
Cc1ccc(S(=O)(=O)N2CCCCC2)cc1NC(=O)c1cccs1
  i, 2%, ?, 21%, -2%, -5%, 4%, 6%, -1%
CCCCC(=O)Nc1cccc(NC(=O)c2cccnc2Cl)c1
  i, i, 7%, -24%, -5%, -1%, -27%, 4%, 2%
CCn1c(SCc2c(F)cccc2Cl)nnc1-c1ccco1
  i, -4%, ?, 7%, -18%, -20%, -7%, ?, -3%
CC1CN(Cc2ccccn2)CCC1=O (stereo unspecified)
  i, i, 8%, ·, 5%, 1%, -12%, 5%, -2%
CCc1ccc2oc(-c3cccc(NC(=O)c4cc5ccccc5o4)c3)nc2c1
  ·, -58%[inhibitor], 16%, 0%, -1%, ·, 5%, ?, ·
COCC(=O)N(C)C[C@@H]1Oc2ncc(Br)cc2C(=O)N([C@@H](C)CO)C[C@H]1C
  i, -5%, 20%, -12%, 2%, -1%, 5%, 16%, ·
O=C(NCc1cccnc1)c1cccc(S(=O)(=O)N2CCOCC2)c1
  i, i, 4%, 5%, 23%, 2%, 18%, -10%, 1%
CC(=O)c1ccc(OCCNS(=O)(=O)c2ccc(-n3cnnn3)c(C)c2)cc1
  i, -37%[inhibitor], -4%, -4%, 10%, -1%, -3%, -6%, 0%
Cn1c(=O)c2[nH]c(Cc3ccsc3)nc2n(C)c1=O
  i, i, 7%, 10%, 0%, -3%, 18%, 7%, ·
COCCCNC(=O)C1c2ccccc2Oc2ccccc21
  i, i, 7%, -11%, 8%, 3%, -4%, 20%, -2%
COc1cc(O)c2c(=O)c3c(O)ccc(O)c3oc2c1
  i, -24%, 22%, 12%, -33%, 1%, -8%, 12%, 1%
CC(C)[C@H](NC(=O)OCc1ccccc1)C(=O)OCC(=O)N1CCN(c2ccccc2)CC1
  i, -38%[inhibitor], -30%, 26%, 18%, 2%, 7%, 14%, -2%
COC(=O)c1ccc(C(=O)OC)c(NC(=S)N2CCOCC2)c1
  i, -67%[inhibitor], 5%, 5%, -3%, 1%, -4%, -1%[9.22 µM], -1%
CC(NC(=O)c1ccccc1OC(F)F)c1ccc(-n2ccnc2)cc1 (stereo unspecified)
  i, i, 14%, -2%, 19%, 2%, 2%, 12%, 1%
Cc1cc(C)n2c(SCC(=O)NCc3ccco3)nnc2n1
  i, i, 0%, 12%, 4%, -6%, -18%, 0%, 1%
COc1ccc([N+](=O)[O-])cc1NC(=O)CSCc1ccccc1C
  i, -19%, ?, ·, 12%, 5%, 0%, 13µM*, -11%
COc1ccc(Cl)cc1N(CC(=O)NCCSc1ccccn1)S(=O)(=O)c1ccccc1
  i, -20%, 5%, 1%, -8%, 14%, -1%, 1%, -2%
CCOC(=O)c1c(-c2ccc(OC)cc2)csc1NC(=O)C1CCCO1 (stereo unspecified)
  i, -13%, ?, 38%, 10%, -1%, 0%, -78%[inhibitor], -6%
COc1ccc(NC(=O)c2cn(-c3ccccc3)nc2-c2ccncc2)cc1
  i, -12%, ?, -9%, 2%, 1%, -9%, -2%, ?
